SARS 3CLpro inh – SARS-CoV 3CLpro protease inhibition | P0C6X7 | recombinant SARS-CoV 3CLpro, quenched FRET peptide cleavage | inhibition, % at 6 µM | actives 0.14% (n = 290,000); in the data active means inhibition above about 12%
Yp Topo-I inh – Y. pestis Topo-I inhibition via cleavage products | Y. pestis Topo-I cleavage product accumulation, plate reader | activity, % at 10 µM | actives 0.064% (n = 360,000); in the data active means activity above about 50%, passing the limit was not always enough; further: inactives centre near 2
DUSP3 inh – inhibitors of human VHR1 phosphatase (DUSP3); P51452; recombinant VHR phosphatase, pNPP absorbance; inhibition, % at 13.3 µM; actives 0.52% (n = 290,000); AID 1654; in the data active means inhibition above about 50%; further: some compounds called inactive have numbers as strong as hits
Target sequence (P51452 whole entry, looked up): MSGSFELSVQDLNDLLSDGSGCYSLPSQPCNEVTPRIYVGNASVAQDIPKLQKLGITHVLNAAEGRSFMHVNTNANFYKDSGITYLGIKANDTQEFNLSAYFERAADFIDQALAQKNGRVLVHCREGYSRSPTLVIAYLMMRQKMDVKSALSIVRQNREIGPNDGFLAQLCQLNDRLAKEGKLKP
BH1578 lux ind – quorum light induction in luxS cqsA deficient V. cholerae. V. cholerae BH1578 lux reporter, luminescence, 6 h. activation, % at 18.7 µM. actives 0.16% (n = 350,000); in the data active means activation mostly above about 9.7%, no sharp cut-off; further: not every result past the cut was called active; inactives centre near 0; reference of the scale not given here
BoNT-A LC inh2 – BoNT A light chain protease inhibition | multiplex microsphere protease substrate cleavage, flow cytometry | inhibition, % at 10 µM | actives 0.17% (n = 360,000) | AID 588499; further: plate controls were buffer without enzyme for full effect and enzyme alone for no effect
PriA SSB inh – inhibitors of Klebsiella pneumoniae PriA binding to SSB C-terminal tail. AlphaScreen SSBct-PriA binding, biotinylated peptide. inhibition, % at 33 µM. actives 0.6% (n = 430,000). AID 1272365; in the data active means inhibition mostly above about 37%, no sharp cut-off; inactive means mostly below about 20%;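 further: plate controls were negative control peptide for no effect and reference peptide for full effect; strong numbers were not always called active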
PfHsp40 rescue – rescue of PfHsp40-mediated yeast toxicity; S. cerevisiae expressing PfHsp40, growth rescue, ATP luminescence; actives 0.68% (n = 340,000); growth rescue, % at 12.5 µM; AID 504582; in the data active means growth rescue above about 28%, passing the limit was not always enough;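 further: yeast W303a lacking pdr1 and pdr3 grown in galactose medium; growth measured after three days at 30 °C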
Anthrax LF prot – anthrax lethal factor protease inhibition. actives 0.12% (n = 360,000). P15917. multiplex microsphere protease cleavage assay, LF. inhibition, % at 10 µM. AID 588501; further: plate controls were buffer without enzyme for full effect and enzyme alone for no effect
Target sequence (P15917 whole entry, looked up): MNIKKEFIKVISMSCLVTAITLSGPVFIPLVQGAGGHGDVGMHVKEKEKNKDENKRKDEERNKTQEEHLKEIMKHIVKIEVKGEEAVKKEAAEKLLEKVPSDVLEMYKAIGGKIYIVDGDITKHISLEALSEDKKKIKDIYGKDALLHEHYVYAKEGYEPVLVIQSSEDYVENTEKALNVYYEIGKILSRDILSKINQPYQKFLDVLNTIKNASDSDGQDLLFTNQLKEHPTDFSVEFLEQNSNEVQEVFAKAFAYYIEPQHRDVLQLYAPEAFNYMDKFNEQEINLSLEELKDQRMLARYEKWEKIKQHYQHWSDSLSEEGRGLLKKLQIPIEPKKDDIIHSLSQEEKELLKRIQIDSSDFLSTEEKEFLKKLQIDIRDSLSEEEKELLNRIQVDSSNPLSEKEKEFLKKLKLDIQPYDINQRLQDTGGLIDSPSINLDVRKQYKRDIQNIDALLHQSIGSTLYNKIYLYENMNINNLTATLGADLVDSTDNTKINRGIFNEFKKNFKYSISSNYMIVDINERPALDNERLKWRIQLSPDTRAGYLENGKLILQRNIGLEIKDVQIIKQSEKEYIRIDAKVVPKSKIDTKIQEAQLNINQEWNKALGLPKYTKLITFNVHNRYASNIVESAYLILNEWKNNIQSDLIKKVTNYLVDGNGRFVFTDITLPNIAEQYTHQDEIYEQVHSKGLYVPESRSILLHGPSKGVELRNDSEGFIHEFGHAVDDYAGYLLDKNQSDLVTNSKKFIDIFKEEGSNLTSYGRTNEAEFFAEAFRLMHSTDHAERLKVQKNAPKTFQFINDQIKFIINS
CCHFV vOTU inh – CCHFV vOTU protease inhibition | Pep-AMC fluorescence | inhibition, % at 11.5 µM | actives 0.55% (n = 370,000); in the data active means inhibition above about 30%; further: 0% = vehicle wells with enzyme and 100% = no enzyme wells
TcdB inh – TcdB glycohydrolase inhibition. inhibition, % at 9.99 µM. TcdB glycohydrolase enzymatic assay, plate reader. actives 0.24% (n = 350,000); in the data active means inhibition above about 10%
Active calls of the source: *; i = inactive; nt = not tested or not shown; & = joins results of further samples. Unless noted, no stated cut-off is given here; in the data, active means inhibition above about 30%; inconclusive means no clear call, values can overlap the other calls; inactive means below that. This is a subset; the hit share may differ from the screen's.

SMILES | SARS 3CLpro inh | Yp Topo-I inh | DUSP3 inh | BH1578 lux ind | BoNT-A LC inh2 | PriA SSB inh | PfHsp40 rescue | Anthrax LF prot | CCHFV vOTU inh | TcdB inh
O=C(CCC(=O)N(CC(=O)NC1CCCCC1)c1ccccc1F)Nc1nccs1 | -4 | 1 | -8 | i | 1.0 | -17 | -1.8 | -7 | -4 | 1.5
Cc1ccc(-n2c(-c3ccccc3)cc(/C=N/NC(=O)CC#N)c2-c2ccccc2)cc1 | 1 | nt | 15 | nt | nt | nt | nt | nt | -14 | -0.9
O=C(CNC(=S)N(Cc1ccccc1F)C1CCCCC1)NCC1CCCO1 (stereo not given) | 4 | 18 | -25 | -2.8 | -1.0 | -1 | -1.2 | -2 | -1 | 0.5
Cc1ccccc1NC(=O)NCCN1CC1 | 1 | -12 | 8 | -0.7 | -2.0 | 5 | 8.3 | -18 | -1 | -0.2
COc1ccc(C(C(=O)NC2CCCC2)N(CCO)C(=O)Cn2nnc(-c3ccc(C)o3)n2)cc1OC (stereo not given) | 2 | -1 | -19 | -0.2 | -0.5 | -1 | -1.5 | 2 | 10 | 0.9
C[C@H](CO)N1C[C@H](C)[C@H](CN(C)Cc2ccccc2)Oc2ccc(NC(=O)Nc3ccc(F)cc3)cc2C1=O | nt | 6 | nt | i | -0.3 | 5 | -0.4 | -17 | 0 | 0.0&-0.5
CCCCCC(=O)Nc1nc(C)c(-c2csc(Nc3cc(Cl)ccc3OC)n2)s1 | 5 | 2 | 30 | -0.8 | 0.3 | -3 | -1.7 | -2 | 13 | 0.9
O=C(COC(=O)C1CCCCC1)Nc1ccccc1OC(F)F | -1 | 12 | 34 | -0.2 | -0.7 | -19 | -0.1 | -3 | -7 | -2.4
COc1ccc(-c2nn(-c3ccccc3)cc2C(=O)N2CCN(C(=O)c3ccco3)CC2)cc1 | nt | 7 | nt | i | -0.4 | -4 | 0.7 | -6 | 5 | 2.3
CCN=C1SC(CC(=O)Nc2sc(C)c(C)c2C(=O)OC)C(=O)N1CC (stereo not given) | 0 | 19 | 4 | -0.1 | -0.8 | -25 | 3.6 | 1 | 4 | nt
COc1ccc(N2CC(C(=O)N3CCc4ccccc43)CC2=O)cc1 (stereo not given) | -1 | 29 | 18 | -0.2 | -0.1 | -9 | 0.9 | -4 | 7 | 0.1
O=C(Nc1cc(Cl)cc(Cl)c1)c1ccno1 | -2 | -3 | 14 | -0.6 | 0.0 | -11 | 2.0 | -10 | -1 | 1.7
N#Cc1ccc(OC(=O)C2CCN(C3=NS(=O)(=O)c4ccccc43)CC2)cc1 | nt | 10 | nt | 1.1 | -0.2 | -16 | -0.5 | -1 | -13 | 0.7
O=C(CCCN1C(=O)/C(=C\c2ccco2)SC1=S)Nc1cccc2ccccc12 | 8 | -2 | 11 | -0.4 | 2.8 | 22 | 2.1 | -1 | 16 | -0.1
O=c1[nH]c(O)c(Cc2ccc3c(c2)OCO3)c(=O)[nH]1 | -3 | 6 | 12 | i | -1.5 | 6 | 0.1 | -9 | 7 | 0.5
Cc1ccn(CC(=O)N2CCCC(N3CCN(Cc4ccc5c(c4)OCO5)CC3)C2)n1 (stereo not given) | 0 | 9 | 11 | i | 3.1 | -5 | 0.1 | 4 | -2 | 1.4
O=C(C1CCN(c2ncnc3c2sc2cccc(F)c23)CC1)N1CCCC1 | -3 | nt | -6 | nt | nt | nt | nt | nt | 3 | 0.1
CN(Cc1cnn(C)c1)C(=O)c1cc2ccccc2oc1=O | -1 | -11 | -13 | -0.1 | -0.1 | -2 | -1.8 | -4 | -2 | nt
CCC1(c2ccc(F)cc2)NC(=O)N(CC(=O)NC2CCCC(C)C2C)C1=O (stereo not given) | nt | 6 | nt | 3.2 | -0.6 | -11 | 0.0 | -4 | 11 | 1.4
CN1CCN(C(=S)NCCc2ccccc2)CC1 | -3 | 1 | -33 | i | 0.5 | -11 | 0.8 | -2 | 7 | 0.4
CCOC(=O)[C@H]1O[C@@H]1C(=O)N[C@@H](CC(C)C)C(=O)NCCC(C)C | 5 | 4 | 12 | i | -1.3 | -6 | 0.3 | -9 | nt | nt
CC(C)CN(C(=O)CCC(=O)OCc1ccc(Cl)cc1Cl)c1c(N)n(CC(C)C)c(=O)[nH]c1=O | nt | 21 | nt | -5.6 | 2.8 | -16 | -1.6 | -3 | -1 | 1.6
COc1ccc(C2C(C(=O)NCCN(C)C)c3ccccc3C(=O)N2C)cc1OC (stereo not given) | 3 | 1 | 12 | -1.5 | 0.1 | 8 | 0.3 | -2 | -4 | nt
CCOc1ccc(N=C/C=C/c2ccccc2)c(O)c1 | 3 | -4 | -10 | i | 35* | -4 | -1.1 | 0 | 11 | 0.5
COc1ccc(CNC(=O)C(C)N(C)Cc2cccc(F)c2)cc1 (stereo not given) | -7 | -1 | 27 | i | 2.2 | -3 | -0.7 | 1 | 25 | -5.6

Additional structures.
SMILES | SARS 3CLpro inh | Yp Topo-I inh | DUSP3 inh | BH1578 lux ind | BoNT-A LC inh2 | PriA SSB inh | PfHsp40 rescue | Anthrax LF prot | CCHFV vOTU inh | TcdB inh
CCCCCCCCCCOC(=O)Cn1c(COc2ccc(C)cc2)[n+](C)c2ccccc21 | 0 | 15 | 20 | -1.3 | -0.4 | 15 | 6.1 | 0 | 26 | 6.6
CC(=O)C1=C(O)C(=O)N(c2ccc(S(=O)(=O)Nc3nccs3)cc2)C1c1ccc([N+](=O)[O-])cc1 (stereo not given) | 4 | -2 | 36 | -0.4 | -0.7 | -3 | -0.1 | -15 | 5 | -1.9
COc1ccc(-c2csc3ncnc(Nc4ccc(O)cc4)c23)cc1 | 0 | 6 | 17 | i | -1.0 | 1 | -0.9 | -5 | -4 | 1.2
C#CCOCCOCCOCCNc1nc(N2CCN(C(=O)Cn3cc(CCCN=C(N)N)nn3)CC2)nc(N2CCN(C(=O)[C@H](C)n3cc(CCCN=C(N)N)nn3)CC2)n1 | 5 | 3 | 11 | i | -0.3 | -15 | 0.5 | -9 | 8 | 0.8
Cc1ccc(/C=N/n2c(-c3ccncc3)n[nH]c2=S)o1 | 4 | -3 | 26 | 0.3 | -1.4 | nt | 20 | 0 | -3 | 7.0
COc1ccc(C(=O)C2CCCN(Cc3cn(C)nc3-c3ccccc3)C2)cc1F (stereo not given) | 1 | 0 | 21 | i | -1.1 | -6 | 0.5 | -1 | 0 | -0.1
CCOC(=O)CNC(=O)Cn1cnc2c(oc3ccccc32)c1=O | 4 | 7 | 7 | -2.4 | 0.5 | -7 | 0.5 | -1 | -10 | 1.0
Cc1cccc(CCNC(=O)C2CCCN(S(=O)(=O)c3cnc[nH]3)C2)c1 (stereo not given) | -4 | 4 | 49 | i | 0.2 | -9 | -1.1 | 6 | -5 | 1.6
CC(OC(=O)[C@@H](NC(=O)c1ccco1)C(C)C)C(=O)Nc1ncc(Cl)cc1Cl (stereo not given in full) | nt | 5 | nt | -0.3 | -10 | -6 | 0.0 | -6 | 3 | 1.1
NC1=NC2(CCCCC2)N(c2ccc(F)cc2)C(N)=N1 | -3 | 7 | 53* | -2.0 | -0.3 | -6 | -0.6 | -2 | 12 | nt
CCOC(=O)Nc1cc2c(cc1[N+](=O)[O-])-c1ccccc1C2=O | nt | 5 | nt | -3.3 | 0.3 | 0 | -1.4 | -2 | -14 | -0.2
CCCn1c(SCC(=O)Nc2sc(C)c(C)c2C#N)nnc1C(C)C | 1 | 26 | 15 | 1.5 | 0.3 | 3 | -0.3 | 3 | 13 | nt
Cc1ccc(OCCC(=O)OCC(=O)NC2CCS(=O)(=O)C2)cc1 (stereo not given) | nt | -5 | nt | i | 5.4 | -8 | 0.8 | 6 | 3 | 1.3
CC(OC(=O)c1cn(C)c2ccccc12)C(=O)N1CCCC1 (stereo not given) | nt | 0 | nt | -1.3 | -0.7 | 2 | -0.8 | 10 | 1 | -0.8
Cc1cc(F)c(F)c(C(=O)N2CCN(C)CC2)c1Cl | -2 | 2 | 3 | 0.0 | -1.6 | 0 | -2.2 | -6 | 0 | nt
C=CCOc1ccc(C2NC(=O)c3ccccc3O2)cc1 (stereo not given) | -2 | -1 | -3 | 3.8 | 1.2 | 1 | -1.4 | 6 | 11 | 0.7
COC(=O)c1cc(S(=O)(=O)N2CCN(C3CCCCC3)CC2)c[nH]1 | 1 | -1 | 10 | -0.4 | -0.3 | 3 | -0.7 | -4 | nt | nt
CCC(C)n1c(O)c(C=NCCc2ccccc2)c(=O)[nH]c1=S (stereo not given) | 3 | 1 | 28 | -0.7 | -2.1 | -12 | 4.6 | -22 | 18 | 0.4
COc1ccc(N2C(=O)N3[C@@H]4c5ccccc5OC[C@@H]4[C@@H](c4ccccc4)[C@@]3(C)C2=O)cc1 | nt | 30 | nt | -0.1 | 0.4 | -14 | 0.0 | -8 | 10 | 0.5
CC1CCc2c(C(=O)NCCN3CCOCC3)csc2C1 (stereo not given) | -1 | -1 | 22 | -0.4 | -0.3 | -7 | -0.4 | -2 | 3 | nt
CCC(C)c1ccc(NC(=S)NCc2cccnc2)cc1 (stereo not given) | 2 | 9 | 0 | -0.4 | 0.2 | 12 | -0.1 | 0 | -19 | nt
Cc1cc(OCc2cc(C(=O)N3CCC(Oc4cccnc4)CC3)no2)cc(C)c1Cl | 2 | 28 | 4 | -0.3 | -5.4 | 8 | 0.7 | -5 | 19 | -0.5
CCOC(=O)C1=C(COC(=O)COc2ccccc2OCC)NC(=O)NC1C (stereo not given) | nt | 1 | nt | -5.0 | 1.9 | 1 | -0.3 | -2 | -3 | 0.8
CCN1CCc2nc3ccccc3c(C(=O)Nc3ccc(NC(C)=O)cc3)c2C1 | -3 | 9 | 27 | 2.3 | 0.4 | 5 | -0.3 | -11 | 1 | -2.9
O=S(=O)(NCc1ccc2c(c1)OCO2)c1ccc(Cl)s1 | 9 | 10 | 2 | i | 1.5 | -8 | -0.4 | 0 | 17 | 1.7
CC(=O)Nc1ccc(NC(=O)CNC(=O)c2cccc(C)c2)cc1 | 1 | -8 | 29 | -0.3 | -0.1 | 23 | -0.8 | -3 | -16 | 0.5
CCN1C(=O)[C@H]2[C@@H](c3ccc(-c4ccc(F)cc4)c(OC)c3)N3CCC[C@@]3(C(=O)OC)[C@H]2C1=O | nt | 20 | nt | i | -0.1 | -3 | 0.4 | 3 | 3 | -5.3

In another format: entries from further up.
Each structure is followed by: SARS 3CLpro inh | Yp Topo-I inh | DUSP3 inh | BH1578 lux ind | BoNT-A LC inh2 | PriA SSB inh | PfHsp40 rescue | Anthrax LF prot | CCHFV vOTU inh | TcdB inh
CCCCCCCCCCOC(=O)Cn1c(COc2ccc(C)cc2)[n+](C)c2ccccc21
 : 0 | 15 | 20 | -1.3 | -0.4 | 15 | 6.1 | 0 | 26 | 6.6
Cc1ccc(/C=N/n2c(-c3ccncc3)n[nH]c2=S)o1
 : 4 | -3 | 26 | 0.3 | -1.4 | nt | 20 | 0 | -3 | 7.0
CCOC(=O)CNC(=O)Cn1cnc2c(oc3ccccc32)c1=O
 : 4 | 7 | 7 | -2.4 | 0.5 | -7 | 0.5 | -1 | -10 | 1.0

Compound profiles, from the list above. Order of screens: SARS 3CLpro inh	Yp Topo-I inh	DUSP3 inh	BH1578 lux ind	BoNT-A LC inh2	PriA SSB inh	PfHsp40 rescue	Anthrax LF prot	CCHFV vOTU inh	TcdB inh
COc1ccc(CNC(=O)C(C)N(C)Cc2cccc(F)c2)cc1 (stereo not given) in the list: -7	-1	27	i	2.2	-3	-0.7	1	25	-5.6
COc1ccc(C2C(C(=O)NCCN(C)C)c3ccccc3C(=O)N2C)cc1OC (stereo not given) in the list: 3	1	12	-1.5	0.1	8	0.3	-2	-4	nt
CN1CCN(C(=S)NCCc2ccccc2)CC1 in the list: -3	1	-33	i	0.5	-11	0.8	-2	7	0.4
CC1CCc2c(C(=O)NCCN3CCOCC3)csc2C1 (stereo not given) in the list: -1	-1	22	-0.4	-0.3	-7	-0.4	-2	3	nt
CCC1(c2ccc(F)cc2)NC(=O)N(CC(=O)NC2CCCC(C)C2C)C1=O (stereo not given) in the list: nt	6	nt	3.2	-0.6	-11	0.0	-4	11	1.4

Screening results as filed in PubChem BioAssay.
